Assay outcomes: PubChem, National Center for Advancing Translational Sciences (NCATS)
uPA surface inh = inhibitors of cell surface uPA generation; cell surface uPA generation assay, qHTS; Potency, µM (highest dose often 38.3 µM), for the others: at the highest dose activity change, negative = inhibition, usual class: inhibitors; 0.31% of 330,000 active; active = well fitted inhibition curve with a large enough effect; inconclusive = small, poorly fitted or top-dose-only effect; inactive = no such curve, though single readings can be large or run the other way; tested in mouse RAW 264.7 cells; note: potency is the fitted concentration of half-maximal effect; % is set by controls: 0 for no effect and ±100 for the full control effect; nearly all actives have a fitted effect of over 55% in size
TCR activator = T cell receptor activation; AID 504894; primary human leukocytes, anti-CD3, IL-2 HTRF, 48 h; 330,000 tested, under 10 active; Potency, µM (titrated, usually from 9.22 µM), inactives show at the highest dose activation of IL-2 secretion, hits mostly activators; note: % of control where 0% means no effect
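IL-2 produced over 48 hr by a-CD3 bead-stimulated primary human leukocytes exposed to compounds was detected with a homogeneous time-resolved FRET immunoassay, 665nm acceptor signal after 320nm excitation.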
TSHR antagonist = antagonists of human thyroid stimulating hormone receptor; 0.2% of 330,000 active; P16473; TSHR-expressing cells, TSH-stimulated cAMP HTRF, 2 h; hits give low values; activity change, negative = inhibition, % at 11.5 µM;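 active = activity change below a set negative limit, meaning inhibition stronger than a set level, cut at about -70% in these data; inconclusive = activity change between two set negative limits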; note: % is set by controls: 0 for no effect and ±100 for the full control effect
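Cell-based HTRF cAMP assay; TSHR cells + compound, TSH EC80 (4nM final), 2 h, 37 deg C. Lysis with anti-cAMP cryptate and cAMP-d2, 30 min RT, read 665/620 nm.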
B2AR arrestin = agonists driving beta-arrestin recruitment to human beta2-adrenergic receptor; P07550; beta-arrestin recruitment to beta2AR, cell-based reporter; Potency, µM (titrated, usually from 46.1 µM), for the others: at the highest dose activation, most hits filed as activators; 0.02% of 330,000 active; AID 492947;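 note: potency is the fitted concentration of half-maximal effect; 0% = DMSO controls and full agonism = EC100 isoproterenol or metaproterenol; nearly all actives have a fitted effect of over 65% in size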
Mito fusion yeast = mitochondrial division inhibition or fusion activation | AID 485298 | S. cerevisiae fusion-defective mutant growth rescue, CellTiterGlo 48 h | 0.23% of 320,000 active | Potency, µM (top dose mostly 46.1 µM), without a hit: top-dose growth rescue (activation), actives largely listed as activators;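 note: potency is the fitted concentration of half-maximal effect; % of control where 0% means no effect; nearly all actives have a fitted effect of over 45% in size; temperature-sensitive fusion mutants such as fzo1-1 at 37 °C on non-fermentable ethanol glycerol medium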
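Temperature-sensitive fusion-defective S. cerevisiae (e.g. fzo1-1, mgm1-5) were grown with compound in YPEG medium (3% ethanol, 3% glycerol) for 48 hours at 37C. Growth rescue was measured as viability by CellTiterGlo luminescence after 10 minutes at ambient.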
Tb PFK inh = blocks T. brucei phosphofructokinase; 0.17% of 330,000 active; Potency, µM (top dose mostly 57.5 µM), for the others: at the highest dose activity, negative = inhibition, most hits filed as inhibitors; O15648; T. brucei PFK, ADP-Glo luminescence; AID 485367;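 note: potency is the fitted concentration of half-maximal effect; 0% = uninhibited 1x PFK enzyme wells and -100% = no-enzyme wells; nearly all actives have a fitted effect of over 60% in size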
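Compounds were pin-transferred as a titration series up to 57 uM into substrate buffer (0.5 mM F6P, 0.1 mM ATP, pH 8.0), then 1.25 nM PFK was added and reactions ran 45 min before ADP-Glo detection.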
BCR signal inh = blocks chronic active B-cell receptor signaling; ABC-DLBCL IkBa-CBG/CBR reporter, luminescence ratio, 4 h; Potency, µM (series often up to 46.1 µM), without a hit: at the top dose ratio change, negative = lower green/red ratio, hits mostly inhibitors; 0.05% of 340,000 active; active = well fitted inhibition curve with a large enough effect in the signal ratio, with a control signal flat, not every such curve was filed as active; inconclusive = small, poorly fitted or top-dose-only effect, or effect the other way, or a change in a side signal; the % refers to the signal ratio;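 note: potency is the fitted concentration of half-maximal effect; plate controls were basal doxycycline-induced cells for no effect and cells given 10 µM MG132 for full effect; MG132 reads +100%, hits lower the ratio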
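Cell line TMD8 (human ABC DLBCL), stably expressing tet-inducible CBG68-IkBa fusion and CBR; IMDM/0.5% FBS; cpd up to 46 uM; dox induction, 4 h, 37C/5% CO2; dual luminescence; green/red ratio; MG132 control.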
TSG101-PTAP inh = blocks PTAP/TSG101 interaction to inhibit HIV-1 budding. Q99816. Fluorescence polarization, FITC-PTAP peptide / Tsg101 binding. Potency, µM (doses to about 115 µM), inactives show at the top dose activity change, negative = inhibition, hits mostly inhibitors. 340,000 tested, under 10 active; active = well fitted inhibition curve with a large enough effect in the main read-out, with a control signal flat, not every such curve was filed as active; inconclusive = small, poorly fitted or top-dose-only effect, or effect the other way, or a change in a side signal; inactive = no such curve, though single readings can be large or run the other way; note: potency is the fitted concentration of half-maximal effect; % of control where 0% means no effect
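Fluorescence polarization binding of Tsg101 binding domain (10 uM final) to FITC-labeled PTAP peptide (50 nM final) in HEPES pH 7.5 buffer with NaCl, Tween 20, EDTA, TCEP. Compounds added before peptide; binding 20 min at RT.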
Eya2 inh = inhibitors of human Eya2 phosphatase activity. Potency, µM (top dose mostly 76.9 µM), for inactives: at the highest dose activity, negative = inhibition, hits mostly inhibitors. recombinant Eya2, OMFP fluorescence dephosphorylation (OMFP is methylfluorescein phosphate). O00167. 0.006% of 330,000 active; note: potency is the fitted concentration of half-maximal effect; % is set by controls: 0 for no effect and ±100 for the full control effect
Target sequence (O00167 whole entry, looked up): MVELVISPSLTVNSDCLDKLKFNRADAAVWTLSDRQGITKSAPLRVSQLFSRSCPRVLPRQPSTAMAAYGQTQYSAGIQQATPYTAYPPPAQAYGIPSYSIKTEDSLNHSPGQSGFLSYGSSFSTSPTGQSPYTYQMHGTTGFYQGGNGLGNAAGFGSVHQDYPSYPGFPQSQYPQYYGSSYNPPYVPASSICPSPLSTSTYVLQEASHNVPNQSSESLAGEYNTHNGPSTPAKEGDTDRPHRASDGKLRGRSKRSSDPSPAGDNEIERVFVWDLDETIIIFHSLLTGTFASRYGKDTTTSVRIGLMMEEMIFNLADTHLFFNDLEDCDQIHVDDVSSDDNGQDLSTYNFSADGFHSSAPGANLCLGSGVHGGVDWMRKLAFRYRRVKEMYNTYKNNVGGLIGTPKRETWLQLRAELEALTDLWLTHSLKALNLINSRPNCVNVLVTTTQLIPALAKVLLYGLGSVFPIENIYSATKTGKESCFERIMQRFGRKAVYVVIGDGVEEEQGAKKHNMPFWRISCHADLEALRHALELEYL
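Eya2 protein (added as 0.2 uM solution) was preincubated with compound for 10 min at ambient temperature in 50 mM HEPES pH 7.5, 50 mM NaCl, 5 uM MgCl2, 0.05% BSA, 1 mM DTT. OMFP (added at 50 uM) then reacted 10 min; fluorescence read at 485/525 nm.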
USP2a block = blocks human ubiquitin-specific protease USP2a; Potency, µM (series often up to 38.3 µM), for inactives: at the highest dose activity change, negative = inhibition, most hits filed as inhibitors; O75604; AID 463254; USP2 core, Ub-CHOP2 coupled fluorogenic reporter, 485/531; 0.01% of 330,000 active;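 note: potency is the fitted concentration of half-maximal effect; plate controls were DMSO wells for no effect and full inhibition by NEM control for full effect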
Target sequence (O75604 whole entry, looked up): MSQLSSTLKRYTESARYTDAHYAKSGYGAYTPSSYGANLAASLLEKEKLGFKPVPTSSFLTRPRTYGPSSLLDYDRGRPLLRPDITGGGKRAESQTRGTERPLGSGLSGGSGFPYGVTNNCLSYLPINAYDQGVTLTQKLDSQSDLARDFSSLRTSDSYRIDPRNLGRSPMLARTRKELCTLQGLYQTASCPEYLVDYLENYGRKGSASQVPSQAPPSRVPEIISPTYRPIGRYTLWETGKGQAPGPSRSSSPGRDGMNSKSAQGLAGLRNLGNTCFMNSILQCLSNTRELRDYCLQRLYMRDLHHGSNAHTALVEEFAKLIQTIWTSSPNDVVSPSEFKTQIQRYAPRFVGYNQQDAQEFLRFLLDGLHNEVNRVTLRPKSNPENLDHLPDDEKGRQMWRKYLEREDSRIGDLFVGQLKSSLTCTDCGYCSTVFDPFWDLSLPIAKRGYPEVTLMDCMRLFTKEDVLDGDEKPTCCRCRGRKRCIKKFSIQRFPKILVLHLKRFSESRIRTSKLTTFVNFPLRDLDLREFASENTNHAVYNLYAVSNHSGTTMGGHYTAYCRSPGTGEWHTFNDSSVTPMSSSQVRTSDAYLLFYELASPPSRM
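USP2 core (10nM final) preincubated 30min RT with compound in 20mM Tris-HCl pH 8.0, 2mM CaCl2, 2mM beta-mercaptoethanol, 0.05% CHAPS; 25nM Ub-CHOP2 plus 25nM reporter substrate added, fluorescence (Ex485/Em531) read after 60min.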
ELG1 repair inh = blocks ELG1-dependent DNA repair in HEK293T cells | AID 504467 | HEK293T ELG1-luciferase reporter, luminescence, 16 h; DNA damage induced by 5-fluorouridine | 2.3% of 330,000 active | Potency, µM (series often up to 46.1 µM), without a hit: at the highest dose activity change, negative = inhibition, most hits filed as inhibitors; note: potency is the fitted concentration of half-maximal effect; % is set by controls: 0 for no effect and ±100 for the full control effect; nearly all actives have a fitted effect of over 55% in size
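Quantitative HTS, concentration-response format. 2,000 cells/well co-treated with 5-fluorouridine and compound, 16 hr in 5% CO2 at 37 °C; ONE-Glo luminescence read after 30 min.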
* hit, by the source's call; ? = inconclusive; · = no result given; [ ] = dose if it differs, or a comment. Unless noted, calls come from the whole dose curve; as a rule, active = well fitted curve in the direction sought with a large enough effect; inconclusive = small, poorly fitted or top-dose-only effect, or another doubt; inactive = no such curve, though single readings can be large; an effect the other way counts as inactive or inconclusive.

SMILES	uPA surface inh	TCR activator	TSHR antagonist	B2AR arrestin	Mito fusion yeast	Tb PFK inh	BCR signal inh	TSG101-PTAP inh	Eya2 inh	USP2a block	ELG1 repair inh
CCCC(c1nnnn1C1CCCCC1)N1CCN(C2CCCC2)CC1 (configuration not stated)	6%	-5%	7	0.4%	3%	12%	0%	0%	-8%	1%	6%
Nc1cccnc1-n1nc(C(F)(F)F)cc1C(F)(F)F	-1%	12%	4	0.0%	?	6%	1%	-2%	4%	7%	-27%
COc1ccc(OC)c2c1sc(=NC(=O)CN1C(=O)CCC1=O)n2C	·	·	-6	-0.7%	1%	2%	-1%	·	-8%	1%	10%
Cc1nc2sc3c(c2c(=O)n1/N=C/c1cccnc1)CCCC3	2%	2%	1	-0.1%	0%[9.22 µM]	2%	-10%	0%	-22%	3%	-12%
CN1CC(=O)N2[C@H](c3ccc4c(c3)OCO4)c3[nH]c4ccccc4c3C[C@@H]2C1=O	-3%	7%	32	0.4%	-3%	0%	?	-5%	3%	0%	·
COc1ccc(OC)c(C2CC(c3c(-c4ccccc4)c4cc(Cl)ccc4[nH]c3=O)=NN2S(C)(=O)=O)c1 (configuration not stated)	11%	7%	-3	-1.9%	1%	-10%	?	1%	-4%	4%	5.2µM*
Cc1cc(C)n(CC(O)COc2cccc(OCC(O)Cn3nc(C)cc3C)c2)n1 (configuration not stated)	-5%	0%	-5	-0.2%	2%	4%	2%	0%	8%	0%	-8%
O=C(NC1CCN(Cc2nnnn2CCc2ccccc2)CC1)c1ccccc1F	4%	-3%	5	0.1%	2%	0%	1%	2%	-3%	-2%	4%
CC(=O)Nc1ccc(NC(=O)COc2c(C)cc(Br)cc2C)cc1	2%	-5%	8	-0.1%	7%	-9%	?	-1%	1%	0%	10%
Cc1cccc(C(=O)Nc2nnc(S(=O)(=O)N3CCCCCC3)s2)c1	-19%	0%	-17	0.4%	0%	4%	?	0%	4%	-1%	16%
CC(=O)n1nc(-c2cccc(C)c2)nc1SCC(=O)Nc1ccccc1	-2%	·	-7	-0.8%	3%	0%	?	-1%	-25%	0%	7%
O=C(Nc1c(C(=O)O)[nH]c2ccccc12)NC1CCCCC1	0%	-39%	18	0.5%	13%	-3%	?	2%	27%	-1%	6%
COc1cccc(NC(=O)C2=COCCO2)c1	-23%	3%	0	0.1%	2%	1%	-18%	0%	10%	2%	?
COCc1cc(=O)n2[nH]c(C(F)(F)F)nc2n1	3%	-2%	-4	-0.2%	-2%	3%	?	-2%	-10%	4%	9%
Cc1cccc(/C=N/NC(=O)c2cc(-c3cccnc3)nc3c2c(C)nn3-c2ccccc2)c1	24%	0%[46.1 µM]	25	-0.5%	11%	0%	1%	0%	4%	3%	?
CC1CCN(C(=O)C2CCC(C)(C(=O)O)C2(C)C)CC1 (configuration not stated)	2%	-1%[46.1 µM]	14	-0.6%	3%	-3%	0%	0%	0%	0%	-1%
C=CCn1c(O)c(N=NC(=S)Nc2ccccc2F)c2ccccc21	?	-1%	-19	0.0%	0%	0%	?	0%	-21%	2%	6.5µM*
CCN1CCN(S(=O)(=O)c2ccc(Cl)c(C(=O)N(CC)CC(=O)Nc3ccc(OC)cc3)c2)CC1	1%	-2%	-4	-0.1%	1%	3%	1%	-3%	-4%	1%	-8%
CCOc1ccc(N(CC(=O)Nc2cccc(N(C)S(C)(=O)=O)c2)S(=O)(=O)c2ccccc2)cc1	-3%	-2%[46.1 µM]	-8	-1.4%	-3%	-11%	-4%	-1%	-2%	0%	13µM*
Cc1ccc(C2=NC(C(F)(F)F)(C(F)(F)F)c3c(n(-c4ccc(F)cc4)c(=O)[nH]c3=O)N2)cc1	-7%	4%[46.1 µM]	6	-0.4%	-5%	0%	?	-1%	-3%	1%	?
CCCS(=O)(=O)N1CCC(C(=O)N2CCC(Cc3ccccc3)CC2)CC1	-4%	0%	34	-0.5%	2%	-8%	4%	-5%	1%	1%	-14%
CSc1nc2ccsc2c(=O)n1-c1ccccc1	-4%	·	6	-0.1%	-2%	-6%	?	-11%	8%	2%	3%
COc1ccccc1/C=C1\SC(=S)N(C(C(=O)O)c2ccccc2)C1=O (configuration not stated)	5%	6%	-7	0.1%	6%	0%	12%	-5%	?	-1%	?
COc1cccc(C(=O)O/N=C(\N)c2ccc(C)cc2)c1	?	-2%	-4	0.5%	-26%	1%	?	-3%	6%	0%	?
FC(F)(Cl)c1nnc2ccc(Sc3ccccn3)nn12	-2%	-1%	5	0.5%	25%	-2%	4%	-1%	-29%	6%	?
SMILES	uPA surface inh	TCR activator	TSHR antagonist	B2AR arrestin	Mito fusion yeast	Tb PFK inh	BCR signal inh	TSG101-PTAP inh	Eya2 inh	USP2a block	ELG1 repair inh
CCOc1ccc(/C=C/C(=O)c2ccccc2)cc1OC	-7%	1%[46.1 µM]	-8	0.4%	-2%	-4%	?	0%	-3%	4%	?
COc1ccc(-c2cc(C(=O)Nc3ccccc3SC)no2)cc1	1%	-3%	-6	0.1%	-4%	0%	?	-6%	-3%	2%	?
Cc1occc1-c1nnc(-c2cc([N+](=O)[O-])cc([N+](=O)[O-])c2)o1	1%	-3%	16	-0.3%	-12%	-1%	11%	-1%	9%	2%	4%
COC(=O)c1cc2occc2n1Cc1nc(-c2ccccc2C)oc1C	0%	-5%	-8	3.0%	7%	-8%	0%	-2%	-3%	1%	4%
O=C(CCCc1nc2ccccc2s1)Nc1ccccc1	-1%	1%	-1	-0.2%	-1%	0%	?	-4%	-1%	0%	6%
CC(C)C(NC(=O)CCN1C(=O)c2ccccc2C1=O)c1ccccc1 (configuration not stated)	3%	-4%	-2	-1.0%	0%	4%	-2%	-2%	6%	0%	4%
Cc1c(Cl)cnc(NC(=O)COC(=O)CCS(=O)(=O)c2ccccc2)c1Cl	-2%	-2%	19	0.3%	-7%	5%[0.46 µM]	3%	-4%	7%	5%	7%
O=C(COc1ccc2ccccc2c1)Nc1ccc(S(=O)(=O)N2CCCCCC2)cc1	0%	-1%[46.1 µM]	6	-0.1%	0%	2%	?	-6%	1%	-3%	?
Cn1cc(Br)c(NS(=O)(=O)c2ccc(Cl)s2)n1	0%	7%	-1	-0.2%	5%	-5%	4%	-2%	0%	0%	-17%
CCn1cc(C(=O)N2CCc3ccccc32)c(=O)c2cc(S(=O)(=O)N3CC(C)CC(C)C3)ccc21 (configuration not stated)	-2%	-1%	-3	0.4%	1%	3%	4%	-5%	8%	1%	?
CCOC(=O)CN1C(=O)N[C@@H](c2ccc(Br)cc2)C(C(=O)OC)=C1C	12%	-1%	0	-0.9%	18%	1%	6%	1%	-18%	9%	7%
CC(=O)CC(=O)NC1C2CC3CC(C2)CC1C3 (configuration not stated)	0%	-10%	1	-1.9%	1%	0%	0%	-6%	0%	1%	0%
CCN(CC)CCCNC(=O)Cn1ccc2ccccc2c1=O	0%	3%	4	0.2%	1%	-2%	-11%	-1%	-1%	2%	-5%
CC(=O)Nc1ccc(S(=O)(=O)N(C)CC(=O)NNc2c(F)c(F)cc(F)c2F)cc1	1%	4%	·	-0.1%	·	-1%	-3%	-4%	11%	4%	2%
CCOC(=O)C1CCN(C(=O)CN2C(=O)C(CC)Oc3ccccc32)CC1 (configuration not stated)	-10%	-3%	·	-0.3%	20%	-5%	-1%	-1%	-13%	0%	-4%
O=C(N/N=C/c1c(O)n(-c2ccc(Cl)cn2)c(=O)c2ccccc12)c1ccncc1	-4%	3%[46.1 µM]	5	-0.5%	-6%	12%	1%	?	24%	16%	1%
CCC(OC(=O)c1ccco1)C(=O)NCc1ccc2c(c1)OCO2 (configuration not stated)	-2%	-3%	-3	-0.3%	-2%	0%	4%	-3%	3%	0%	3%
CCN1CCN(CCCNC(=O)c2ccc(CS(=O)c3ccc(Br)cc3)o2)CC1 (configuration not stated)	8%	9%	8	0.3%	-2%	4%	9%	0%	-4%	2%	9%
O=c1[nH]c(SCc2ccccc2)nc2[nH]ncc12	-1%	0%	-7	-0.1%	8%	1%	-6%	0%	-9%	-1%	?
COc1ccc(-c2nc(-c3ccccn3)ncc2S(C)(=O)=O)cc1	8%	-1%	7	-0.1%	0%	-2%	-9%	-1%	5%	5%	-9%
O=C(Cn1nnc(-c2ccccc2Cl)n1)N1CCN(S(=O)(=O)c2ccc(Cl)cc2)CC1	8%	1%	-12	-0.3%	3%	-4%	2%	-7%	0%	0%	?
